Compound activity (PubChem BioAssay)
CBFb RUNX1 block – blocks binding between human CBF-beta and RUNX1. Q01196+Q13951. AlphaScreen CBFb-His/RUNX1-biotin binding, biochemical. Potency, µM (titrated, usually from 59.8 µM), without a hit: at the highest dose activity, negative = inhibition, actives largely listed as inhibitors. 230,000 tested, under 10 active. AID 1477; also: % of control where 0% means no effect
Target sequence (Q01196 whole entry, looked up): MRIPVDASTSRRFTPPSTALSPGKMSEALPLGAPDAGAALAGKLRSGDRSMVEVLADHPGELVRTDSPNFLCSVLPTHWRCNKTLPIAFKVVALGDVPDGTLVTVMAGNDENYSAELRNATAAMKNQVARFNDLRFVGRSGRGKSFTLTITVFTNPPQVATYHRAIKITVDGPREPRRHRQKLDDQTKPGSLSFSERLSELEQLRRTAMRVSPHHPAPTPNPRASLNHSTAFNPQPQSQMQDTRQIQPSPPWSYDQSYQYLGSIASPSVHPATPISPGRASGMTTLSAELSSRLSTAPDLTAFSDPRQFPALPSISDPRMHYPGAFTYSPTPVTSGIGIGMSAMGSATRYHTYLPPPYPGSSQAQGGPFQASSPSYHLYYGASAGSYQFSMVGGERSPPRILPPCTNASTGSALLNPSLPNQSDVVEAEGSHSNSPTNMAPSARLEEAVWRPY
Target sequence (Q13951 whole entry, looked up): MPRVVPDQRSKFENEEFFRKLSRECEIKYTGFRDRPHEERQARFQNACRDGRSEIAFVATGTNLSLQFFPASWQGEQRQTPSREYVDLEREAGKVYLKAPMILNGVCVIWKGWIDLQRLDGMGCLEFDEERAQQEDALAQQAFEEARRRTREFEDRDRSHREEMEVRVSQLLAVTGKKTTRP
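Room-temperature protein-protein interaction test with 30 nM each of His-tagged CBF-beta and biotinylated RUNX1, 15 min with compound, then 90 min with nickel plus streptavidin beads. Signal read in AlphaScreen mode.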
HTT aggregate – reduces HttQ103-GFP aggregates in PC12 cells | PC12 HttQ103-GFP aggregates, Acumen cytometry, 40 h | Potency, µM (titrated, usually from 46.1 µM), for the others: at the highest dose activity change, negative = inhibition, most hits filed as inhibitors | 1.1% of 220,000 active; also: potency is read from the fitted curve at half-maximal effect; % is scaled to controls: 0 for no effect and ±100 for the full control effect; nearly all actives have a fitted effect of over 60% in size
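PC12 cells stably carrying ecdysone-inducible HTT exon 1 Q103–GFP were induced with tebufenozide (100 nM final) and treated with library compounds in titration. GFP aggregates in lysates were counted by laser scanning cytometry.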
Epigenetic derep – regulators of epigenetic silencing causing reporter derepression in mouse cells. AID 1865. murine LDR cells, GFP reporter derepression, 30 h. 0.2% of 280,000 active. Potency, µM (highest dose often 53.9 µM), for the others: at the highest dose GFP activation, usual class: activators; also: potency is read from the fitted curve at half-maximal effect; % of control where 0% means no effect; nearly all actives have a fitted effect of over 60% in size
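In this reporter-derepression format, murine cells bearing a silenced integrated CMV-GFP locus incubate with test compound (30 h, 37 C), then are washed and imaged; fluorescent objects of 20–120 um count as induced cells.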
IMPase Li inh – IMPase inhibition in cells with lithium potentiation; CHO-M1 cells, IP1 TR-FRET (IP-One), carbachol + lithium; Potency, µM (doses to about 59.4 µM), inactives show at the top dose activity, negative = IMPase inhibition, actives largely listed as inhibitors; 0.35% of 210,000 active;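 also: IP1 builds up when IMPase is blocked and the TR-FRET signal falls; potency is read from the fitted curve at half-maximal effect; plate controls were basal vehicle for no effect and high inhibitor control for full effect; nearly all actives have a fitted effect of over 50% in size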
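Lithium-sensitised IP1 accumulation assay; M1-expressing CHO cells treated 30 min at 37C with compound. Competitive antibody detection by time-resolved FRET followed a 10 min room-temperature lysis step.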
Lamin A splicing – LMNA splicing modulation; 0.01% of 200,000 active; HeLa LMNA splicing GFP/RFP minigene ratio, 48 h; AID 1487; Potency, µM (highest dose often 46.1 µM), without a hit: at the top dose ratio change, negative = inhibition, hits mostly inhibitors; active = well fitted inhibition curve with a large enough effect in the signal ratio, with a control signal flat, not every such curve was filed as active; inconclusive = small, poorly fitted or top-dose-only effect, or effect the other way, or a change in a side signal; the % refers to the signal ratio; also: potency is read from the fitted curve at half-maximal effect; % is scaled to controls: 0 for no effect and ±100 for the full control effect
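S3 HeLa stable clones carrying a lamin A-EGFP splicing minigene plus DsRed2 were seeded at 600 cells/well in Opti-MEM with 2% FBS, pin-dosed and incubated 48 h at 37°C. Acumen cytometry (488 nm) gave the GFP/RFP total-intensity ratio.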
NPSR antagonist – antagonists of human neuropeptide S receptor cAMP signaling; CHO-NPSR cells, cAMP TR-FRET, antagonist mode; AID 1461; Q6W5P4; Potency, µM (doses to about 38.3 µM), without a hit: top-dose activity change, negative = inhibition, hits mostly inhibitors; 1% of 220,000 active; also: potency is read from the fitted curve at half-maximal effect; % is scaled to controls: 0 for no effect and ±100 for the full control effect; nearly all actives have a fitted effect of over 50% in size; many of its hits are not listed in these tables
Target sequence (Q6W5P4 whole entry, looked up): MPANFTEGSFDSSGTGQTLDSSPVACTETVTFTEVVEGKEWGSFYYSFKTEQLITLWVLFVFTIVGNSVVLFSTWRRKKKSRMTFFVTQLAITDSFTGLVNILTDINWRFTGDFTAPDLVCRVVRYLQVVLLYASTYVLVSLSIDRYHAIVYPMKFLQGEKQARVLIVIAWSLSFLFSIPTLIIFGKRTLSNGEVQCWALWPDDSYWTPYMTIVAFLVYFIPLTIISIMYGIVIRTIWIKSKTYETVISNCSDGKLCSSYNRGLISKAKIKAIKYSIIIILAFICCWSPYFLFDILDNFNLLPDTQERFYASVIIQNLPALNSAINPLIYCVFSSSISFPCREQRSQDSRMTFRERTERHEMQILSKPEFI
Luc counter – blocks Kinase-Glo luciferase, a counter-screen artifact | 0.28% of 200,000 active | Q27757 | Kinase-Glo luciferase, ATP luminescence, 8 min | Potency, µM (series often up to 38.3 µM), inactives show at the top dose activity change, negative = inhibition, most hits filed as inhibitors | AID 1379; also: potency is read from the fitted curve at half-maximal effect; % is scaled to controls: 0 for no effect and ±100 for the full control effect; nearly all actives have a fitted effect of over 60% in size
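Substrate mix (final 50 mM imidazole pH 7.2, 50 mM KCl, 7 mM MgCl2, 10 uM ATP, 0.01% Tween 20, 0.05% BSA) plus pin-tool compound, then Kinase-Glo detection mix; 8 min ambient, luminescence read.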
* hit, by the source's call; ? = inconclusive; / = no result given; & = joins results of further samples; [ ] = dose if it differs, or a comment. Unless noted, calls follow the shape of the dose curve; as a rule, active = well fitted curve in the direction sought with a large enough effect; inconclusive = small, poorly fitted or top-dose-only effect, or another doubt; inactive = no such curve, though single readings can be large; an effect the other way counts as inactive or inconclusive.

1: CCCCNC(=O)C(c1ccc(OCC(=O)OC)c(C(=O)OC)c1)N(Cc1ccccn1)C(=O)CCCCCN1C(=O)NC(c2ccc(-c3ccccc3)cc2)C(C(=O)OCc2ccccc2)=C1C (configuration not stated)
2: CN(CCC1CCOCC1)C(=O)CC1C(=O)NCCN1CC1CCCCC1 (configuration not stated)
3: CC(O)(C#CCN1CCOCC1)c1ccccc1 (configuration not stated)
4: C/C(=N/NC(=O)c1ccccc1)c1ccc(NC(=O)C(F)(F)F)cc1
5: CSC1=C(C#N)C(c2ccncc2)C(C(=O)Nc2ccccc2)=C(C)N1 (configuration not stated)
6: O=C(COc1ccccc1[N+](=O)[O-])NCc1cccnc1
7: O=C(OCc1ccc2c(c1)OCO2)c1ccc(S(=O)(=O)N2CCCCC2)cc1
8: CCN(CC(=O)NCc1cccs1)C(=O)c1ccccc1Cl

Compound,1,2,3,4,5,6,7,8
CBFb RUNX1 block,-1%,-3%,2%,8%,9%,-2%,11%,0%
HTT aggregate,/,16%[9.22 µM],0%,3%,-4%,0%,3%,13%
Epigenetic derep,4.1%,1.2%,0.0%,0.7%,-2.6%,2.0%,-5.7%,2.8%
IMPase Li inh,-8%,13%,11%[38.3 µM],-6%,14%,-4%,2%[38.3 µM],-5%
Lamin A splicing,/,/,-5%,/,3%[46 µM],-8%,-12%,/
NPSR antagonist,/,5%,8%[46.1 µM],5%,-13%,6%,-21%[46.1 µM],7%
Luc counter,3%,-6%,1%,0%,1%,-3%,-4%,10%

9: CC1CCCC(C)N1/N=C/c1cc(Br)c(O)c(Br)c1 (configuration not stated)
10: CCn1c(NCc2cccc(OC)c2OC)nc2ccccc21
11: O=C(Nc1ccc(Cc2ccncc2)cc1)c1ccc(N2CCOCC2)c([N+](=O)[O-])c1
12: O=C1CCCC2CCCCN12 (configuration not stated)
13: CCOC(=O)c1nn(-c2ccccc2C)c(=O)c2c(N)scc12
14: S=C(NC1CCCCC1)N1CCN(C2CCCCC2)CC1
15: Cc1c(Cl)cnc(NC(=O)COC(=O)C(NC(=O)c2ccco2)C(C)C)c1Cl (configuration not stated)
16: Cc1ccc(S(=O)(=O)NN2C(=O)c3ccccc3NC2c2ccccn2)cc1 (configuration not stated)

Compound,9,10,11,12,13,14,15,16
CBFb RUNX1 block,-13%,-4%,-10%,1%[187 µM],17%,-1%,-1%,5%
HTT aggregate,8%,3%,?,/,4%,3%,-10%,-8%
Epigenetic derep,0.0%,-1.0%,-0.6%,2.2%[150 µM],-1.1%,0.0%,0.0%,0.7%
IMPase Li inh,5%,10%,0%,-4%,-2%,19%,2%[38.3 µM],-10%
Lamin A splicing,10%,-10%,?,/,-2%[9.22 µM],/,15%,/
NPSR antagonist,5%,5%[46.1 µM],4%,/,-12%,13%,-5%[46.1 µM],-16%
Luc counter,0%,0%,1%,-1%[39.9 µM],-2%,-1%,-1%,2%

17: C/C(CC(=O)Nc1ccc(Cl)cc1Cl)=N\NC(=O)c1ccco1
18: CCOc1ccc(N2CCCn3c2nc2c3c(=O)n(CCc3ccccc3)c(=O)n2C)cc1
19: CCCCC(C(=O)OCC(=O)c1ccc(OC)cc1)N1C(=O)c2ccccc2C1=O (configuration not stated)
20: O=C(Nc1ccccc1Cl)c1cccc(COc2cc(Cl)ccc2Cl)c1
21: COC(C[C@@H](O)[C@H](C)[C@@H](O)COCc1ccccc1)OC
22: COc1ccccc1NC(=O)NC1(C(=O)N2CCC(O)CC2)CCCCC1
23: CC(C)n1c(O)c(N=NC(=O)c2ccccc2NS(=O)(=O)c2cccs2)c2ccccc21
24: Cc1ccccc1NS(=O)(=O)c1cc(C(N)=O)ccc1C

Compound,17,18,19,20,21,22,23,24
CBFb RUNX1 block,0%,-4%,9%,12%,25%,10%,-12%,5%
HTT aggregate,11%,6%,-15%,-6%,-10%[9.22 µM],-10%,?,-5%
Epigenetic derep,-1.8%,?,0.0%,0.8%,9.3%,-1.1%,1.1%,-6.9%
IMPase Li inh,-1%,13%[38.3 µM],9%,32%[38.3 µM],/,24%[38.3 µM],-2%,3%[38.3 µM]
Lamin A splicing,3%,-1%,-10%,27%,/,3%,-1%,11%
NPSR antagonist,14%,-14%[46.1 µM],-15%[46.1 µM],-13%[46.1 µM],11%,-12%[46.1 µM],-39%,20%[46.1 µM]
Luc counter,1%,-1%,2%,-2%,/,-1%,2%,-6%

25: CCCCCCOc1ccc(N2C(=O)CC(N3CCN(C(=O)c4ccco4)CC3)C2=O)cc1 (configuration not stated)
26: Cc1ccc(S(=O)(=O)C2C(=O)N(C)C3(C)CC2c2ccccc2O3)cc1 (configuration not stated)
27: Cc1cc(NC(=O)COC(=O)C2CCC2)no1
28: O=C(CC1(C(=O)O)CCCC1)N1CCOCC1
29: FC(F)Oc1ccc(-n2cc(-c3ccccc3)[n+]3c2CCCCC3)cc1
30: CCOc1cccc(C(=O)Nc2ccccc2OC(F)F)c1
31: O=[N+]([O-])CC(=Nc1ccc(F)cc1)N/N=C\c1oc(O)c2ccccc12
32: CCOC(=O)c1cnc2c(c(C)nn2CC)c1Cl

Compound,25,26,27,28,29,30,31,32
CBFb RUNX1 block,-4%,2%,11%,0%,7%,11%,-8%,-1%
HTT aggregate,-11%,-7%,0%,6%,31%[9.22 µM],-3%,-4%[9.22 µM],7%
Epigenetic derep,-1.1%,0.0%,7.2%,-0.3%,-1.9%,-2.1%,0.7%,-6.1%
IMPase Li inh,23%[38.3 µM],-3%,-13%,27%[38.3 µM],/,23%[38.3 µM],/,10%
Lamin A splicing,2%,-14%,-2%[46 µM],14%,/,-5%,/,/
NPSR antagonist,-15%[46.1 µM],6%,9%,-4%[46.1 µM],4%,-3%[46.1 µM],-6%,18%
Luc counter,-2%,3%,-1%,1%,/,-2%,/,8%

Complete entries from above.
CCOC(=O)c1cnc2c(c(C)nn2CC)c1Cl in the list: CBFb RUNX1 block: -1%; HTT aggregate: 7%; Epigenetic derep: -6.1%; IMPase Li inh: 10%; Lamin A splicing: /; NPSR antagonist: 18%; Luc counter: 8%
Cc1cc(NC(=O)COC(=O)C2CCC2)no1 in the list: CBFb RUNX1 block: 11%; HTT aggregate: 0%; Epigenetic derep: 7.2%; IMPase Li inh: -13%; Lamin A splicing: -2%[46 µM]; NPSR antagonist: 9%; Luc counter: -1%

New compounds follow:
33: CCNc1nc(NC(C)(C)C)nc(N2CCCCC2)n1
34: CCOC(=O)c1c(CCl)nc2ccccc2c1C
35: CCCc1cc(=O)[nH]c(Nc2ccc3c(c2)OCCO3)n1
36: CC(NC(=O)COc1ccccc1)C(c1ccccc1)N1CCN(C)CC1 (configuration not stated)
37: CC(C)CCNC(=O)CCc1nnc(COc2ccccc2)o1
38: CCn1c(/C=C/c2ccccc2C)nc2ccccc2c1=O
39: C/C(=N/NC(=O)c1ccc2nc[nH]c2c1)c1cccs1
40: CCn1nnc(NC(=O)Cc2ccc(Cl)cc2)n1

Compound,33,34,35,36,37,38,39,40
CBFb RUNX1 block,-4%,21%,10%,-3%,5%,12%,20%,-2%
HTT aggregate,1%[9.22 µM],-12%,1%,25%,3%[9.22 µM],-19%[9.22 µM],?,-13%[9.22 µM]
Epigenetic derep,-1.9%,-1.2%,-0.4%,-5.7%,2.1%,-1.2%,1.1%,1.0%
IMPase Li inh,27%,21%,4%,3%[38.3 µM],3%,/,2%,6%
Lamin A splicing,?,/,/,10%,6%[46 µM],/,-12%,/
NPSR antagonist,?,3%,1%,-5%[46.1 µM],1%,-5%,8%,0%
Luc counter,4%,7%,1%,2%,-5%,/,-5%,0%

41: CC(=O)Nc1ccccc1OC(C)C(=O)N1CC(C)CC(C)C1 (configuration not stated)
42: Cc1cccc(C)c1NC(=O)c1c(C)nn(-c2ccccc2)c1Cl
43: CCOC(=O)CNC(=O)CSc1nc(Cc2cccs2)nc2ccccc12
44: CC(C)CCN1C(=O)c2ccc(C(=O)NCC3CCCO3)cc2C1=O (configuration not stated)
45: O=C(C1CCN(S(=O)(=O)c2ccccc2)CC1)N(CCc1ccccc1)Cc1ccco1
46: COc1ccc2[nH]c(I)c(CCNC(C)=O)c2c1
47: O=C(Cn1cnc2ccccc2c1=O)NCCC(=O)N1CCN(Cc2ccccc2)CC1
48: C#CC(C)OC(=O)C(C)NC(=O)c1ccccc1 (configuration not stated)

Compound,41,42,43,44,45,46,47,48
CBFb RUNX1 block,4%,20%,-2%,7%,-5%,6%,9%,4%&4%
HTT aggregate,13%[9.22 µM],-20%,13%,-12%,-10%,/,2%,31%[9.22 µM]
Epigenetic derep,0.2%,1.2%,0.0%,2.1%,-1.6%,2.1%&4.4%,-1.0%,1.5%&8.0%
IMPase Li inh,/,44%[activator][38.3 µM],0%[38.3 µM],28%[38.3 µM],4%[38.3 µM],-14%&7%,21%[38.3 µM],-5%
Lamin A splicing,/,-10%,-12%,-2%,-12%,/,16%,/
NPSR antagonist,0%[7.67 µM],-12%[46.1 µM],-4%[46.1 µM],-12%[46.1 µM],?,/,-4%[46.1 µM],16%
Luc counter,/,6%,0%,-1%,-2%,3%,-1%,-1%

49: Cc1ccc(N2CCN(C(=O)N3CCCC3)CC2)cc1Cl
50: CSc1nsc(SCc2cnc(C)nc2N)n1
51: CCn1ccnc1CN1CCc2c([nH]c3ccccc23)C1C1CCCCC1 (configuration not stated)
52: O=C(Cn1cc2c(n1)CCCC2)N1CCCC1
53: CC(/C=C/c1ccccc1)=N/NC(=O)c1nc2nc(C)cc(C)n2n1
54: O=C(O)CC(CC(=O)Nc1ccc(F)c(Cl)c1)c1ccc(Cl)cc1Cl (configuration not stated)

Compound,49,50,51,52,53,54
CBFb RUNX1 block,-2%,-18%,-7%,-1%,2%,1%
HTT aggregate,17%,3%,10%[9.22 µM],7%,14%,6%[9.22 µM]
Epigenetic derep,0.0%,0.0%,6.8%,-0.2%,1.1%,-0.3%
IMPase Li inh,20%[38.3 µM],6%[38.3 µM],29%,5%[38.3 µM],4%,/
Lamin A splicing,0%,-2%,-22%[46 µM],-9%,4%[9.22 µM],/
NPSR antagonist,-9%[46.1 µM],-7%[46.1 µM],?,-8%[46.1 µM],-4%,4%[7.67 µM]
Luc counter,-2%,5%,-6%,0%,0%,/

This is a subset. The share of hits here may be higher or lower than overall.
